Screening data as filed in PubChem BioAssay.
TcdB GH inh = TcdB glycohydrolase inhibitors, primary screen, biochemical, single point, plate reader; TcdB glycohydrolase enzymatic assay; inhibition, % at 9.99 µM; hit rate 0.24% among 350,000; Toxin B (Clostridioides difficile), P18177; in the data active means inhibition above about 10%
Target sequence (P18177 whole entry, looked up): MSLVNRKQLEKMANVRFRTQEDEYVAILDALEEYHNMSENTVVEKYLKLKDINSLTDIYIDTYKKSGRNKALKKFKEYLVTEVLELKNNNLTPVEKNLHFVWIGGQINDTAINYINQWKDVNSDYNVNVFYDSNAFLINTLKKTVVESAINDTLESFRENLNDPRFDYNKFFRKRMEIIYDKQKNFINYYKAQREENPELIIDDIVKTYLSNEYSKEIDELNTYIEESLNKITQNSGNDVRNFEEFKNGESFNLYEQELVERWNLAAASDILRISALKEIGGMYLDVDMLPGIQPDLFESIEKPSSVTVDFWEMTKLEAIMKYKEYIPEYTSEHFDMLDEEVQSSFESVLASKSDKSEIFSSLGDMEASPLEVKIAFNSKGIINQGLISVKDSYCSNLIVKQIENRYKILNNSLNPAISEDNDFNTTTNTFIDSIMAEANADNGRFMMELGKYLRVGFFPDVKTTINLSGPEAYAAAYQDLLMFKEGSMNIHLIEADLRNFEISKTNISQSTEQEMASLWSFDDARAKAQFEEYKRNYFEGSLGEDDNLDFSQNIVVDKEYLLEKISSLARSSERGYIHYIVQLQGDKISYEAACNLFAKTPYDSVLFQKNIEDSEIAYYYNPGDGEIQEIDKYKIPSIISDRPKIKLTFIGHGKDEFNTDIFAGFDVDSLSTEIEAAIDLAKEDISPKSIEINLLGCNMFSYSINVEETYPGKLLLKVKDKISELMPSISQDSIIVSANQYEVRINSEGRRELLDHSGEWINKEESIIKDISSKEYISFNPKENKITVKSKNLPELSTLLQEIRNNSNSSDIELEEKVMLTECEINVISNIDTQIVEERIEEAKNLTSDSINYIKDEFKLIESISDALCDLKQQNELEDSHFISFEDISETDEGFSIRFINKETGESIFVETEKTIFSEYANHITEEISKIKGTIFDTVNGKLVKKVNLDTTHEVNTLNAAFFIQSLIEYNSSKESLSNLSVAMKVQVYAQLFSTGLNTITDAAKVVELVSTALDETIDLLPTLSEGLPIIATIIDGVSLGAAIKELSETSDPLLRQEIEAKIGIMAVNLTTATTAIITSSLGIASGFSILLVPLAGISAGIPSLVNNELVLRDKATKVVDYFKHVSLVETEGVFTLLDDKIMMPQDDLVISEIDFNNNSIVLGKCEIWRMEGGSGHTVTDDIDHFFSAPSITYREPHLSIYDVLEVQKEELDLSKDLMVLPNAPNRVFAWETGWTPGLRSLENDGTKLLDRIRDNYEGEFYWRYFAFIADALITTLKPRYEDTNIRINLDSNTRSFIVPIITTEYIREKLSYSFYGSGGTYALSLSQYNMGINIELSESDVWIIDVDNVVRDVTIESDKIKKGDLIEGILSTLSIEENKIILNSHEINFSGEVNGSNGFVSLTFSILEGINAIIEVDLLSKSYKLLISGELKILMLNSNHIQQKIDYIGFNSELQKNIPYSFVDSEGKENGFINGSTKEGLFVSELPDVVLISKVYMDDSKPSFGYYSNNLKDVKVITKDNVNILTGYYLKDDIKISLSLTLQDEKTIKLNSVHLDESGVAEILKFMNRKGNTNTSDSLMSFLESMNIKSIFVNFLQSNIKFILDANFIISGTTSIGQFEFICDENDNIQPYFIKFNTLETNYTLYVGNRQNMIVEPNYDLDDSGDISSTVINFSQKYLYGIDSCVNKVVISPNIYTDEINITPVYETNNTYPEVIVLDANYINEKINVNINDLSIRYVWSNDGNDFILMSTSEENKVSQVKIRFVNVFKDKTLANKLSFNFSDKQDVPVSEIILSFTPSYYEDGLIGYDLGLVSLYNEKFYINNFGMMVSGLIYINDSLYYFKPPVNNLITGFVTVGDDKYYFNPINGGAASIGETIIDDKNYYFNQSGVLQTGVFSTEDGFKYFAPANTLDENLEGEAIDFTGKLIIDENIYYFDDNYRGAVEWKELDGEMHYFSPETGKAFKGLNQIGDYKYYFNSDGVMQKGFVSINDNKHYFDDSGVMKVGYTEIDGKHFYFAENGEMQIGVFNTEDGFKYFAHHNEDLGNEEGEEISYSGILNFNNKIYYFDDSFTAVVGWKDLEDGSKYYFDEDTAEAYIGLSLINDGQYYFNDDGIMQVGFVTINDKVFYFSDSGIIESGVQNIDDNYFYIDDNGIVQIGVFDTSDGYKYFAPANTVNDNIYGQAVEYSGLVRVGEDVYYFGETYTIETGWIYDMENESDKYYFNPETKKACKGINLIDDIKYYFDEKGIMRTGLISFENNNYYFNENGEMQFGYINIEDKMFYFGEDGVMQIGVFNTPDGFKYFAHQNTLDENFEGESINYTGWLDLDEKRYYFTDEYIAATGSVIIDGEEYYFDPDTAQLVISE
CCHFV vOTU inh = CCHFV vOTU protease inhibitors, primary screen, biochemical, Pep-AMC substrate, fluorescence; inhibition, % at 11.5 µM; hit rate 0.55% among 370,000; AID 651958, 2012; in the data active means inhibition above about 30%; further: 0% = vehicle wells with enzyme and 100% = no enzyme wells
PrPC TRFRET = inhibitors of human cell surface prion protein PrPC, primary screen, cell-based, TR-FRET. TR-FRET read-out. inhibition, % at 13.8 µM. hit rate 0.43% among 370,000. AID 720596, 2013. Major prion protein (Homo sapiens), P04156; in the data active means inhibition above about 24%; further: 0% = median of the test wells and 100% = reference compound wells
Active calls of the source: *; & = joins results of further samples. This is a subset; the hit share may differ from the screen's.

Under each structure – TcdB GH inh | CCHFV vOTU inh | PrPC TRFRET
CCCCOCCCNC(=O)C[C@H]1C[C@@]2(C(=O)OC)C(=C[C@H](C(C)(C)C)O[C@@H]2C)N(CCC2=CCCCC2)C1=O
 : -0.2 | 3 | 2
COC(=O)C1=CN(c2ccc(N3CCOCC3)cc2)C(N)=C(C#N)C1c1cccc(OC)c1OC (stereo unspecified)
 : -0.1 | 15 | -9
COC(=O)[C@]12C[C@H](CC(=O)N3CCCC3)C(=O)N(CCC3=CCCCC3)C1=C[C@H](C(C)(C)C)O[C@@H]2C
 : 1.1 | 15 | 1
CC(C)(C)NC(=O)C(c1ccc(C#N)cc1)n1c(=O)c(-c2ccccc2)nc2ccccc21 (stereo unspecified)
 : 0.9 | 2 | -3
Nc1nc2ccc(Cl)cc2cc1C(=O)NCCc1ccc(O)cc1
 : 1.0 | -17 | 16
COCCCn1cc(CN2CC(N3CCCC3)CS2(=O)=O)nn1 (stereo unspecified)
 : 1.3 | 15 | -3
Fc1ccc2nc(-c3ccc(CN4CCC(c5nc6ccccc6[nH]5)CC4)cc3)c(-c3ccccc3)nc2c1
 : -0.5 | 9 | -17
C#CCN(C[C@H]1[C@H](OC(=O)NCCCCCC)[C@H](OC(=O)NCCCCCC)CN(C(=O)OC(C)C)N1C(=O)OC(C)C)S(=O)(=O)c1ccc(C)cc1
 : -1.1 | 29 | 4
O=C(C(=O)N1CCN(C(=O)c2cc(C(F)(F)F)cc(C(F)(F)F)c2)CC1)c1cccc(C(F)(F)F)c1
 : 1.5 | 1 | -4
COC(=O)[C@]12C[C@H](CC(=O)N3CCCC3)C(=O)N(Cc3ccc4c(c3)OCO4)C1=C[C@H](COCc1ccccc1)O[C@@H]2C
 : 2.9 | -2 | -10
O=NN(C(=O)NC1CCC(C(=O)O)CC1)C1CCC(C(=O)O)CC1 (stereo unspecified)
 : -0.2 | 2 | 6
CCCCc1c(-c2ccccc2OC)ncn1Cc1ccc(F)cc1F
 : 0.0 | 33* | 8
Nc1ncnc2c1ncn2[C@@H]1O[C@H](C(=O)NCCc2ccc(F)cc2)[C@@H](O)[C@H]1O
 : 1.5 | 4 | 8
COCc1[nH]nc2c1C(c1ccc(F)cc1)N(Cc1ccccc1)C2=O (stereo unspecified)
 : 2.0 | -5 | -1
CCc1ccc([C@@H]2CC(=O)[C@@H]3CN(S(=O)(=O)c4ccc(C)cc4)[C@H](c4ccc(Cl)cc4)C[C@@H]3N2S(=O)(=O)c2ccc(C)cc2)cc1
 : 2.8 | 8 | 2
COc1ccc(CCC(=O)N2c3ccccc3N=C(c3ccc(C(F)(F)F)cc3)C2C(=O)NC(C)(C)C)cc1 (stereo unspecified)
 : 0.4 | 21 | 8
COC(=O)C[C@H]1C=C[C@@H](NC(=O)Cc2cccnc2)[C@@H](CO)O1
 : 1.7 | 7 | -10
CC(C)CC1OC(C(C)C)Cc2[nH]c(=S)[nH]c(=O)c21 (stereo unspecified)
 : 0.7 | 1 | -5
C[C@@H]1CCCCO[C@H](CN(C)C(=O)CCC(F)(F)F)[C@H](C)CN([C@@H](C)CO)C(=O)c2cc(NS(=O)(=O)c3ccc(Cl)cc3)ccc2O1
 : -0.3&1.1 | 24 | -7
CCCCCCn1cc(CN2CC(N3CCN(Cc4cccc(C)c4)CC3)CS2(=O)=O)nn1 (stereo unspecified)
 : -0.4 | 4 | -2
COC(=O)c1ccc(CNC(=O)CC[C@H]2O[C@@H](n3cc(C)c(=O)[nH]c3=O)C[C@@H]2O)cc1
 : 1.6 | -3 | -6
Cc1ccc(-c2nc3ccc(Br)cn3c2Cc2ccsc2)cc1
 : -7.9 | 15 | 14
CC(C)(C)S(=O)N1Cc2cc(C(=O)N[C@@H]3CCN(Cc4ccccc4)C3)nc(-c3cccc(-c4cc5ccccc5o4)c3)c2[C@@H]1CCO (stereo partly specified)
 : -1.2 | 17 | -1
CC(C)C[C@H]1CNC(=S)N1C[C@H]1CCCN1C[C@H](Cc1ccc(O)cc1)N1C[C@H](Cc2ccc(O)cc2)N(CCc2ccccc2)C1=S
 : 1.2 | 9 | -10
Cn1ccc2c(-c3ccccc3F)cc3c(c21)C1CCC3C1 (stereo unspecified)
 : 0.9 | 2 | -4
CCCCn1nnnc1C(c1cc2ccccc2o1)N1CCCCC1 (stereo unspecified)
 : 0.6 | 7 | -4
CCOC1=C2CN(S(=O)(=O)c3ccc(C)cc3)C(c3cccc(Cl)c3)CC2NC(c2ccccc2)C1 (stereo unspecified)
 : 1.5 | 9 | 7
COC(=O)C1=C(C)N(Cc2cccc(C(F)(F)F)c2)C(=NCc2cc(OC)c(OC)c(OC)c2)NC1c1ccccc1C(F)(F)F (stereo unspecified)
 : 0.2 | -1 | 7
O=C(N[C@H]1CC[C@@H](CCNS(=O)(=O)c2ccccc2Cl)O[C@@H]1CO)c1ccccc1
 : -1.4&0.6 | -4 | 7
COC(=O)C1=C(C)N(Cc2ccccc2C(F)(F)F)C(=NCC2CC2)NC1c1ccc(F)cc1 (stereo unspecified)
 : 0.8 | 2 | -13
COC(=O)[C@]12CCCCC=C1N(Cc1ccccc1)C(=O)[C@H](CC(=O)NCc1cccc(C(F)(F)F)c1)C2
 : 0.1 | 27 | 0
CCOC(=O)[C@]12CCCC=C1N(CCC1=CCCCC1)C(=O)[C@H](CC(=O)N1CCSCC1)C2
 : 1.3 | 23 | 3
CCCCC[C@@H](C)N1C[C@@H](COCc2ccccc2)Oc2cc(N3CC[C@@H](O)C3)ccc2S1(=O)=O
 : 0.1 | 31* | 7
COc1ccc2nc(-c3ccc(CN4CCC(n5nnc6ccccc65)CC4)cc3)c(-c3ccccc3)nc2c1
 : -0.9 | -28 | -9
O=C(C[C@@H]1C=C[C@@H](NC(=O)Nc2cccc(F)c2)[C@@H](CO)O1)NCC1CCCCC1
 : 1.0 | -11 | 9
COCCNC(=S)N(C)[C@H]1C[C@H]2c3[nH]c4cccc(-c5ccccc5)c4c3CCN2C(=O)[C@H]1[C@H](C)O
 : 1.4 | -13 | -2
CCOC(=O)C1=C[C@@H](C(C)C)N(S(=O)(=O)c2ccc([N+](=O)[O-])cc2)[C@H]1c1ccccc1
 : 1.0 | 7 | -4
COc1ncccc1C(=O)Nc1c(-c2ccccc2)[nH][nH]c1=O
 : -8.3 | -6 | 2
CCC(C(=O)Nc1c(C)cccc1C)n1c(-c2cc(C)cs2)nc2ccccc21 (stereo unspecified)
 : 1.4 | -5 | -16
O=C(CC[C@H]1O[C@@H](n2ccc(=O)[nH]c2=O)[C@H](O)[C@@H]1O)N[C@H](Cc1ccccc1)C(=O)NCC1CCCO1 (stereo partly specified)
 : 4.2 | -1 | 5

(next part)
SMILES,TcdB GH inh,CCHFV vOTU inh,PrPC TRFRET
CCCCCCCCN1C(=O)[C@@H](CC(=O)N2CCCCC2)C[C@@]2(C(=O)OC)C1=C[C@H](C1CCCC1)O[C@@H]2C,1.0,8,0
CC(C)C[C@H]1CN(CCCC[C@H]2CNC(=O)C(=O)N2Cc2ccccc2)C(=O)C(=O)N1CC1CCCCC1,1.0,21,-1
FC(F)(F)c1ccccc1Cc1c(-c2cccc(Cl)c2)nc2ccc(Cl)cn12,3.3,25,0
COCc1cc(N2CCN(C(=O)OC(C)(C)C)C[C@@H]2C)ccc1N1CCS(=O)(=O)CC1,-0.9,-10,6
C[C@H]1CNC(=O)c2c(C(=O)N3CCN(C(=O)OC(C)(C)C)CC3)ncn21,-0.6,2,1
Nc1[nH]c(C(=O)c2ccccc2)c(-c2ccccc2Br)c1C(=O)c1ccccc1,0.4,2,2
O=[N+]([O-])c1ccccc1CCO,0.5,4,-4
c1ccc(-c2ccc3cnccc3n2)cc1,1.2,-2,2
C#CCNC(=O)C[C@@H]1C[C@@]2(C(=O)OC)CC(C)(C)CC=C2N(Cc2ccccc2)C1=O,2.9,-6,4
COc1ccc(-c2c(C(=O)c3ccccc3)[nH]c(N)c2C(=O)NCCc2c[nH]c3ccccc23)cc1,0.6,-4,-4
O=C1c2ccccc2C(c2nnnn2-c2ccc3c(c2)OCCO3)N1CCc1ccc(O)cc1 (stereo unspecified),4.1,0,6
O=C1Nc2ccccc2C(=O)N2c3ccccc3NC(=O)C12 (stereo unspecified),-3.9,8,2
O=C1NCN(c2ccccc2)C12CCN(C(c1cc3ccccc3o1)c1nnnn1-c1ccc3c(c1)OCCO3)CC2 (stereo unspecified),0.0,1,-4
CCN1C(=O)N2C[C@H]3CON(C)[C@H]3C[C@H]2c2ccccc21,-4.3,9,8
CN(Cc1ccccc1)Cc1cc(=O)oc2ccccc12,-4.7,6,12
Cc1cc2nc(-c3nnnn3Cc3ccccc3)c(=O)[nH]c2cc1C,-1.7,-19,0
CC1(Br)C(Sc2ccccc2[N+](=O)[O-])=Nc2ccccc21 (stereo unspecified),1.0,4,-1
Cn1ccc2c(N3CCCC3)cc3c(c21)C1CCC3O1 (stereo unspecified),-2.4,38*,-11
CC(=O)C1=C(C)NC(=S)NC1c1ccccc1 (stereo unspecified),1.0,-5,0
CC(C)(C)n1nnnc1C(CCc1ccccc1)N1CCC2(CC1)C(=O)NCN2c1ccccc1 (stereo unspecified),0.3,3,-4
O=C(NC1CCCC1)C1c2ccccc2OCC(=O)N1Cc1ccc2c(c1)OCO2 (stereo unspecified),-0.5,-6,0
COC(=O)[C@@]12C[C@@H](CC(=O)N3CCOCC3)C(=O)N(Cc3ccccc3)C1=CCC(C)(C)C2,1.6,-3,3
COC(=O)C1=C(C)N(Cc2ccccc2C(F)(F)F)C(=NCc2ccccc2C(F)(F)F)NC1c1ccc(F)cc1 (stereo unspecified),0.7,6,12
CC1(C(=O)NCc2ccccc2)CCC(=O)N1CC(F)(F)F (stereo unspecified),0.4,-3,-1
O=S1(=O)CC(N2CCSCC2)CN1Cc1cn(Cc2ccc(F)cc2)nn1 (stereo unspecified),0.3,11,-2
O=C(Nc1c(-c2ccccc2)[nH][nH]c1=O)c1ccc2ccccc2c1,-13,12,2
Cc1ccc(S(=O)(=O)N2C[C@H]3[C@H]4C(=O)N(Cc5ccccc5)C(=O)[C@H]4CC(=O)[C@H]3[C@@H]2c2ccccc2)cc1,0.0,1,-6
O=S1(=O)N[C@@H](Cc2ccccc2)COc2cccc(N3CCC[C@@H]3CO)c21,1.1,5,-9
COc1ccc(OC(=O)N(C)C[C@@H]2OCc3cn(nn3)CCCC(=O)N([C@H](C)CO)C[C@H]2C)cc1,1.4&0.0,-1,-2
CC1=C(C(=O)N2CCCCCC2)CC(CC(=O)NC2CCCC2)C(=O)N1Cc1ccc(C(C)(C)C)cc1 (stereo unspecified),1.0,6,-3
CCCCNC(=O)c1nc(C2CCNCC2)oc1-c1ccccc1,1.8,-5,-1
O=C1[C@@H](c2ccccc2)[C@@H](c2ccccc2)N1c1ccccc1,1.0,-7,3
Cc1ccc(C=C(C#N)C(=O)c2ccccc2)cc1,0.1,-11,8
COC(=O)C[C@H]1CC[C@H]2[C@H](COc3ccc(NS(=O)(=O)c4cccc(F)c4)cc3C(=O)N2C)O1,2.0,-2,7
NC(=O)c1c(N)[nH]c(C(=O)c2ccccc2)c1-c1ccncc1,-0.3,9,-6
CC(C)(C)n1nnnc1C(c1cc2ccccc2o1)N1CCC2(CC1)C(=O)NCN2c1ccccc1 (stereo unspecified),0.6,1,10
O=C(C(=O)N1CCC(CNS(=O)(=O)c2cc(C(F)(F)F)cc(C(F)(F)F)c2)CC1)c1cccs1,0.8,19,-2
O=C(NC1CCCC1)C(c1ccccc1)n1c(-c2cccc3ccccc23)nc2ccccc21 (stereo unspecified),1.3,2,12
O=C(c1cc(-c2ccccc2)on1)N(Cc1cccnc1)C(c1ccccn1)c1nc2ccccc2[nH]1 (stereo unspecified),1.2,0,-1
CN1CCCCC(NC(=O)CCl)C1=O (stereo unspecified),0.8,-10,0
CCOC(=O)C1=NOC2(C1)C(=O)Nc1ccc(OC)cc12 (stereo unspecified),1.1,-6,7
Cc1ccc(S(=O)(=O)N2[C@H](CC(=O)c3ccccc3)OC[C@@H]2C)cc1,1.5,15,6
CCc1ccc([C@@H]2CC(=O)[C@@H]3CN(S(=O)(=O)c4ccccc4C)[C@H](c4ccc(Cl)cc4)C[C@@H]3N2S(=O)(=O)c2ccc(C)cc2)cc1,-0.3,1,4
Oc1ccc(F)c(CN2CCN(c3ncc(Cc4ccccc4)cn3)CC2)c1,-0.1,3,-6
CCCCn1nnnc1C1(C)CCC(=O)N1Cc1cccs1 (stereo unspecified),0.7,1,-5
COC(=O)C1=CN(c2cccc(OCc3ccccc3)c2)C(N)=C(C#N)C1c1cccc(OC)c1OC (stereo unspecified),-0.1,8,0
